EphA4 KYL inhibition – EphA4 ligand-binding antagonists – biochemical, colorimetric, mouse EphA4, primary screen (AID 689) | EphA4-AP binding to KYL peptide, pNPP A405; higher % means a stronger effect | hit rate 0.1% among 62,000 | inhibition, % at 10 µM; hits with a dose series show IC50 in µM; in the data active = a potency from the dose series; inactive = the rest, 99 in 100 with inhibition below about 22%
Starred values were filed as active, the others as inactive.

SMILES	EphA4 KYL inhibition
COc1ccc(-c2noc(CCCC(=O)NCCc3ccccc3)n2)cc1OC	0%
CCc1ccc2[nH]cc(C(=O)OCCOC)c(=O)c2c1	-7%
Cc1ccc(CC(=O)N2CCN(c3cccc(C(F)(F)F)c3)CC2)cc1	48%
O=C(NCC1CCCO1)C(c1cccnc1)N(C(=O)Cc1cccs1)c1cccnc1 (centres undefined)	-9%
O=[N+]([O-])c1ccc(S(=O)(=O)NCCOc2ccccc2Cl)cc1	-8%
COC(=O)C(Cc1cnc[nH]1)NC(=O)C1CCC(=O)N1 (centres undefined)	-11%
N#Cc1ccc(-c2ccc(F)cc2)nc1Oc1ccc(Cl)c(Cl)c1	-6%
COc1ccccc1OCC(=O)N(Cc1nc(-c2ccc(Cl)cc2)no1)C(C)C	6%
O=[N+]([O-])C1=CC=C2C(=NC3(CCCCC3)N2O)C1=NCCO	0%
Cc1ccc(CNC(=O)CCOc2ccc(C(C)(C)C)cc2)cc1	-2%
CC1=[N+]([O-])C(N2CCOCC2)C(O)(c2ccccc2)C1 (centres undefined)	1%
Cc1ccnc(NS(=O)(=O)c2ccc(NC(=O)C3CCCO3)cc2)n1 (centres undefined)	-5%
C1CCc2c(nnc3c2-c2nonc2CC3)C1	-12%
O=[N+]([O-])c1cccc(S(=O)(=O)Nc2ccc(Br)cc2)c1	-5%
CC1=C(C(=O)Nc2ccccc2)C(c2cccc(Cl)c2)NC(=S)N1 (centres undefined)	-7%
CCCCCN(C(=O)NC(=O)Nc1nncs1)S(C)(=O)=O	-7%
CCN(CC)CCNC(=O)c1ccc2c(=O)n(C3CCCC3)c(=S)[nH]c2c1	9%
O=C(Nc1ccccc1C(=O)NCc1ccccc1)c1ccccc1	12%
OC(c1ccc(Cl)cc1)c1nnc(-c2ccccc2)o1 (centres undefined)	-9%
COc1ccc(-c2c(C#N)c(N)nc3c2CCc2ccccc2-3)cc1OC	-24%
O=Cc1cccn1Cc1ccc(Cl)cc1Cl	-4%
Cc1cc(C)c(C#N)c(OCC(=O)c2ccccc2)n1	9%
COc1ccccc1OCc1ccc(C(=O)N2CCN3CCCC3C2)cc1 (centres undefined)	2%
CCCCCC(=O)c1c(C)nn(C)c1C	0%

By substructure, those above with an NH in an aromatic ring (3)
SMILES	EphA4 KYL inhibition
CCc1ccc2[nH]cc(C(=O)OCCOC)c(=O)c2c1	-7%
COC(=O)C(Cc1cnc[nH]1)NC(=O)C1CCC(=O)N1 (centres undefined)	-11%
CCN(CC)CCNC(=O)c1ccc2c(=O)n(C3CCCC3)c(=S)[nH]c2c1	9%

(continued)
SMILES	EphA4 KYL inhibition
COc1ccc(NC(=O)c2ccc(-n3nc(C)cc3C)cc2)cc1OC	2%
CCN(c1ccccc1)S(=O)(=O)c1ccc(N)cc1	5%
CCNC(=O)COC(=O)c1cc(=O)[nH]c2ccccc12	-7%
O=S(=O)(NC1c2cccc3cccc(c23)C1N1CCN(CCO)CC1)c1ccccc1 (centres undefined)	-25%
CCOC(=O)CSC1=C(C#N)C(c2ccccc2OCC)C(C(=O)OCC)C(=O)N1 (centres undefined)	-3%
COc1ccc(CNC(=O)c2cnc(C)cn2)c(OC)c1	-2%
C=CCc1ccccc1OCCOc1ccc(/C=C2/SC(=S)N(C)C2=O)cc1OC	13%
Cn1c(=O)c2c(nc(Cl)n2Cc2ccncc2)n(C)c1=O	-8%
N#Cc1c(Sc2ncc(C(F)(F)F)cc2Cl)nsc1C/C=N\OCc1ccccc1Br	9%
CCOC(=O)C(NC(=O)c1ccccc1)(N1CCOCC1)C(F)(F)F (centres undefined)	-2%
Cc1ccc(Nc2nc(N)nc(CN3CCN(C(=O)c4ccco4)CC3)n2)cc1Cl	3%
CC(C)(C)n1nnnc1C(c1ccc(C(F)(F)F)cc1)N(Cc1ccccc1)Cc1ccco1 (centres undefined)	-14%
COc1cc(C(=O)N2CCN(C(=O)c3ccccc3)CC2)cc(OC)c1OC	-3%
CCOC(=O)N1CCN(C(=O)C2CCN(S(=O)(=O)CC)CC2)CC1	2%
COc1ccc2nc(C)c(C(=O)OCCN(C)C)cc2c1	-6%
CCOc1ccc(OCCSc2nc(C)cc(=O)[nH]2)cc1	-3%
CCOc1ccccc1N(CC(=O)Nc1ccc2c(c1)OCCO2)S(C)(=O)=O	2%
COc1cc(C(=O)Nc2cc(-c3nc4cc(C)ccc4o3)ccc2C)cc(OC)c1OC	7%
CCOc1ccc2c(C)cc(=O)oc2c1OCC	10%
Cc1c(C#N)c(N=CN(C)C)c(C(=O)c2ccc(Br)cc2)n1-c1ccccc1	-4%
CC(=O)c1ccc(NC(=S)NC(NC(=O)c2cccc(C)c2)C(Cl)(Cl)Cl)cc1 (centres undefined)	-10%
COc1ccc(CC(=O)Nc2ccc(S(=O)(=O)Nc3cc(C)on3)cc2)cc1OC	-13%
CCn1c(COc2ccc(C)cc2)nnc1SCC(=O)Nc1ccc2c(c1)OCCO2	3%
CCCc1cc(=O)oc2cc(OCC(=O)c3ccccc3)ccc12	-1%
C=C1c2ccc(C)cc2NC(=O)N1c1cccc(Cl)c1	2%
CCn1c(=O)c2ccccc2n2c(SCC(=O)N3CCc4ccccc4C3)nnc12	6%
Cc1cc(C(F)(F)F)c(C#N)c(SCC(=O)NC2CC2)n1	-14%
COC(=O)c1ccc(CC(=O)c2c(C)cc(O)cc2O)o1	8%
Cc1ccc2c(c1)[nH]c1c(=O)n(CCC3=CCCCC3)cnc12	-12%
CCOc1ccc(N(CC(=O)Nc2ccccc2OCC)S(=O)(=O)c2ccc(SC)cc2)cc1	1%
Nc1nnc(Cc2c[nH]c3ccccc23)s1	-15%
O=C(Cn1c(=O)n(Cc2ccco2)c(=O)c2c3c(sc21)CCCCC3)Nc1ccccc1	30%
Cc1cnc(N)c2c(=O)oc3ccccc3c12	-5%
Cc1cccc(OCC(=O)N/N=C/c2cn[nH]c2-c2ccc(Cl)c(Cl)c2)c1	-6%
CCCOc1cccc(C(=O)Nc2nnn(CCC)n2)c1	4%
Cc1ccc(S(=O)(=O)Nc2ccc(S(=O)(=O)NC(=O)C(C)C)cc2)cc1	4%
O=C(Cn1nnc(-c2ccc(Cl)cc2)n1)NCC1CCCCC1	-6%
CCOC(=O)C(NCCCO)c1ccccc1 (centres undefined)	-25%
O=c1c2ccccc2nc2n1C(CSCc1cccc(C(F)(F)F)c1)CS2 (centres undefined)	0%
COc1ccc(C(=O)Cn2nnc(-c3ccccc3NC(=O)c3ccco3)n2)cc1	-20%
CC(=O)NS(=O)(=O)c1ccc(NC(=O)c2cc(-c3ccc(C)c(C)c3)nc3ccccc23)cc1	11%
N#CCCN1CCN(Cc2cc(-c3ccccc3)ccc2O)CC1	1%
COc1ccc(CC(=O)Nc2ccc3c(c2)OCO3)cc1S(=O)(=O)N1CCOCC1	0%
COc1cccc2c1OC[C@@H](CO)[C@H]2N(C)C(=O)Nc1ccccc1	-12%
CCOc1ccc(N2C(=O)NC(=O)/C(=C/c3cccc(OC)c3)C2=O)cc1	0%
O=C(CCc1ccccc1)Nc1ccc(Br)cn1	9%
N#CC1=C(N)C(C#N)(C#N)C(c2cccnc2)C2CC(c3ccccc3)CC=C12 (centres undefined)	-3%
CN1CCN(C(=O)c2c(O)c3cccc4c3n(c2=O)CCC4)CC1	-2%
CCn1c(CC(=O)Nc2ccc(C)c(Cl)c2)nnc1SCCOc1ccc(OC)cc1	-4%
CCCOc1ccc(C(=O)NNC(=S)NC(=O)CC)cc1	-16%
O=C(Nc1ccc(-c2nc3ccccc3o2)c(O)c1)c1ccc(Cl)cc1	-7%
Cc1cccc(OCC(=O)Nc2ccc(S(=O)(=O)Nc3ncccn3)cc2)c1	-8%
CC12C=CC(O1)C1C(=O)N(c3ccc(Cl)cc3)C(=O)C12 (centres undefined)	-13%
CCC1(C)Cc2c(sc3nn[nH]c(=O)c23)CO1 (centres undefined)	-8%
CC(=O)Nc1ccc(C2NC(=O)NC3=Nc4ccccc4SC(c4ccccc4)=C32)cc1 (centres undefined)	-6%
COCCOC(=O)c1c(C)oc2ccc(OC(=O)c3sc4ccccc4c3Cl)cc12	-3%
CCCC1=C(C(=O)OCC)C(c2ccccc2OC)NC(=O)N1 (centres undefined)	-4%
CC(C)CCn1c(SCCN2CCOCC2)nc2c1c(=O)[nH]c(=O)n2C	-20%
O=C(CN1CCN(c2ccccc2F)CC1)c1ccc2c(c1)OCO2	-5%
CSc1nc(Sc2cccc(Cl)c2)c2ccccc2n1	-6%

Looked up by structure from above:
SMILES	EphA4 KYL inhibition
CCCC1=C(C(=O)OCC)C(c2ccccc2OC)NC(=O)N1 (centres undefined)	-4%
Cc1cccc(OCC(=O)Nc2ccc(S(=O)(=O)Nc3ncccn3)cc2)c1	-8%
CC(C)CCn1c(SCCN2CCOCC2)nc2c1c(=O)[nH]c(=O)n2C	-20%
CCCOc1ccc(C(=O)NNC(=S)NC(=O)CC)cc1	-16%

Continuation.
SMILES	EphA4 KYL inhibition
CC(C)COc1ccc(C(=O)N/C(=C\c2cccc([N+](=O)[O-])c2)C(=O)OC(C)C)cc1	-8%
OC(CN1C2=NCCCN2c2ccccc21)c1ccc2c(c1)OCO2 (centres undefined)	-12%
Cc1cc(C)nc(SCc2nc3ncccn3c2Br)n1	-10%
CCC(C)c1ccc(OCCN2CCCC2)cc1 (centres undefined)	-14%
CCn1c(SCC(=O)Nc2cc(C)on2)nnc1-c1cccs1	3%
COCCN1C(=O)C(=O)/C(=C(/O)c2cccc(OC)c2)C1c1ccncc1 (centres undefined)	9%
Cc1ccc(Nc2nc(N3CCOCC3)c3ccccc3n2)cc1	-10%
COc1ccc(Cn2c(=O)[nH]c3cc(C(=O)N4CCN(Cc5ccccc5)CC4)ccc3c2=O)cc1	-4%
CCOc1ccc(NC(=O)CSc2nnc(-c3ccccc3Cl)n2Cc2ccco2)cc1	11%
CNc1c([N+](=O)[O-])ncn1C	4%
CCCCc1c(C)c(C#N)c2nc3ccccc3n2c1Nc1c(C)n(C)n(-c2ccccc2)c1=O	-10%
C/C(Cn1nnc([N+](=O)[O-])n1)=N\NC(=O)c1ccc(O)cc1	-1%
Cc1nn(Cc2ccc(Cl)cc2Cl)c(C)c1NC(=O)c1sc2ccccc2c1Cl	-9%
N#C/C(=C(/O)CN1CCN(c2ccccc2F)CC1)c1nc(-c2ccccc2)cs1	-5%
Cc1ccccc1-n1c(Cn2c(=O)sc3ccccc32)nnc1SCC(=O)N1CCOCC1	-8%
O=C(NCCN1CCN(S(=O)(=O)c2ccc3ccccc3c2)CC1)C(=O)Nc1ccccc1	-1%
CCS(=O)(=O)NCCc1cc2cc(C)c(C)cc2[nH]c1=O	-13%
COc1ccc(/C=C/C(=O)OC(C)CN2CCOCC2)cc1 (centres undefined)	-8%
Cc1nn2c3c(cnc2c1-c1ccccc1)C(=O)CCC3	5%
O=C(/C=C/c1ccc(-c2ccccc2[N+](=O)[O-])o1)c1ccc(Cl)cc1	35%
CC(CCc1ccccc1)NC(=O)COC(=O)C1=COCCO1 (centres undefined)	-6%
Cc1ccc(C)c(S(=O)(=O)c2c(N)n(/N=C/c3ccco3)c3nc4ccccc4nc23)c1	12%
CCN1CCc2nc(NC(=O)C(c3ccccc3)c3ccccc3)sc2C1	-3%
COCCNC(=O)CN1CCOc2ccccc21	6%
CCCCSC1(SCCCC)N=C(N)C2(C#N)C(c3ccccc3)NC(C)=CC12C#N (centres undefined)	2%
O=C1CC(c2ccccc2)CC(O)=C1C=NCCN1CCNCC1 (centres undefined)	4%
O=C(Nc1ccccc1)NC1CCN(CCCN2C(=O)c3ccccc3C2=O)CC1	-3%
CC1=C(C)CC2C(=O)N(c3cccc(C)c3)C(=O)C2C1 (centres undefined)	0%
COC(=O)CSc1nnc(CNS(=O)(=O)c2ccc(C)cc2)n1C	-14%
Cc1ccc(N2C(=O)NC(=O)/C(=C\c3ccc(-c4ccc([N+](=O)[O-])cc4Cl)o3)C2=O)cc1	4%
Cn1c(C(=O)NCCCN2CCc3ccccc3C2)cc2c(=O)n(C)c3ccccc3c21	-14%
CC1CCCC(C)N1CC(O)COc1ccc(Cl)cc1 (centres undefined)	3%
CCOC(=O)C1CCN(C(=O)c2ccco2)CC1	-27%
CC(C)C(=O)Nc1ccc2c(c1)C(=O)N(CCC(=O)O)C2=O	2%
COC(=O)c1ccc(Oc2ccc(C(C)(C)C)cc2)c([N+](=O)[O-])c1	2%
COc1cccc(C2C(C(=O)c3cccs3)=C(O)C(=O)N2c2cc(C)on2)c1 (centres undefined)	-11%
COc1ccc(-c2cn3cccnc3n2)cc1NC(=O)c1ccc(Br)o1	-7%
CCn1c(N)c(C(=O)NCC2CCCO2)sc1=S (centres undefined)	13%

Entries listed so far with a CF3 group:
SMILES	EphA4 KYL inhibition
Cc1ccc(CC(=O)N2CCN(c3cccc(C(F)(F)F)c3)CC2)cc1	48%
N#Cc1c(Sc2ncc(C(F)(F)F)cc2Cl)nsc1C/C=N\OCc1ccccc1Br	9%
CCOC(=O)C(NC(=O)c1ccccc1)(N1CCOCC1)C(F)(F)F (centres undefined)	-2%
CC(C)(C)n1nnnc1C(c1ccc(C(F)(F)F)cc1)N(Cc1ccccc1)Cc1ccco1 (centres undefined)	-14%
Cc1cc(C(F)(F)F)c(C#N)c(SCC(=O)NC2CC2)n1	-14%
O=c1c2ccccc2nc2n1C(CSCc1cccc(C(F)(F)F)c1)CS2 (centres undefined)	0%

Bioassay records: PubChem, Sanford-Burnham Center for Chemical Genomics

Not all compounds are listed; the hit share may differ from the screen's.
